Lipid droplet = inhibitors of hepatocyte lipid droplet formation, primary screen, imaging, high-throughput imaging, BODIPY stain | AML12 mouse hepatocytes, oleate lipid droplets | inhibition, % at 6.5 µM | 240,000 compounds, 0.4% hits | AID 1656, 2009;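 active = lipid droplet intensity inhibited by at least 50%, with more than 500 cells counted; inconclusive = wells with under 300 cells, treated as cytotoxic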
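System: AML12 hepatocytes (mouse). Probe or stimulus: oleic acid at 100 µM to induce lipid droplet formation. Times: overnight treatment with compound plus oleate. Detection: Image-based BODIPY and DAPI two-channel analysis. Evaluation: percent inhibition of filter-corrected integrated lipid droplet intensity per well.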
Dengue-2 NS5 capping = Dengue-2 NS5 methyltransferase inhibitors, primary screen, biochemical, confirmation dose response (AID 588689). Dengue-2 NS5 methyltransferase capping enzyme assay, biochemical; higher % means a stronger effect. Genome polyprotein (Dengue virus type 2 (strain 16681-PDK53)). 340,000 compounds, 0.3% hits. inhibition, % at 25 µM, or IC50 in µM where a hit was titrated; in the data active = a potency from the dose series; inconclusive = inhibition above about 29% without an active follow-up result
LYP inhibition = inhibitors of LYP phosphatase, biochemical, fluorescence intensity, uHTS (AID 1779) | Tyrosine-protein phosphatase non-receptor type 22 (Homo sapiens) | recombinant LYP phosphatase, fluorescence intensity; higher % means a stronger effect | inhibition, % at 11.5 µM; hits with a dose series show IC50 in µM | 290,000 compounds, 0.054% hits;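 note: plate controls were vehicle with enzyme for no effect and no enzyme for full effect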
HEK293 NOD2/NF-kB = NOD2 signaling inhibitors, cell-based, luminescence, uHTS, HEK293 (AID 1566); HEK293 NOD2/NF-kB luciferase reporter, luminescence; higher % means a stronger effect; inhibition, % at 4 µM, or EC50 in µM where a hit was titrated; 290,000 compounds, 0.63% hits; note: many of its hits are not listed in these tables
Myeloid diff MLP = induction of myeloid progenitor differentiation, primary screen, cell-based, flow cytometry, MLPCN library; ER-HoxA9 myeloid progenitors, lysozyme-GFP differentiation; calls only at 10 µM; 360,000 compounds, 1% hits; AID 624256, 2012;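 active = normalized GFP-positive differentiation at or above the plate's own cutoff, the solvent-only control mean plus 3 SD; inconclusive = no clear call, values can overlap the other calls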;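 note: cells exposed to compound for four days before flow analysis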
XIAP antagonists = XIAP antagonists, biochemical, IAP family, fluorescence polarization (AID 1018); E3 ubiquitin-protein ligase XIAP (Homo sapiens); XIAP BIR domain, fluorescence polarization peptide displacement; higher % means a stronger effect; displacement, % at 20 µM; hits with a dose series show IC50 in µM; 200,000 compounds, 0.007% hits; in the data active = displacement above about 50%; note: a part of the inactive calls stands beside numbers as strong as those of hits
HIV peptide binding = inhibitors of HIV fusion peptide binding, primary screen, biochemical, uHTS, fluorescence dequenching (AID 1986); cell-free peptide binding, fluorescence dequenching, 30 min; higher % means a stronger effect; inhibition, % at 20 µM; hits with a dose series show IC50 in µM; 290,000 compounds, 0.3% hits; in the data active = inhibition mostly above about 52%, no sharp cut-off; inactive = mostly below about 76%; note: some results filed as inactive read as strong as hits
SIAH1 antagonists = Siah-1 peptide-binding antagonists, primary screen, biochemical, fluorescence polarization, rhodamine-plectin, uHTS (AID 1817); E3 ubiquitin-protein ligase SIAH1 (Homo sapiens); Siah-1 / rhodamine-plectin peptide fluorescence polarization; higher % means a stronger effect; displacement, % at 20 µM, or IC50 in µM where a hit was titrated; 290,000 compounds, 0.02% hits;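 active = displacement of at least 50% at 20 µM, with a fluorescence ratio check between 0.3 and a set limit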;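 note: plate controls were Siah plus tracer with DMSO for no effect and tracer alone without Siah for full effect; strong numbers were not always called active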
AID2073 = inhibitors of Mint1-CaV2.2 protein interaction, biochemical, HTRF (AID 2073); inhibition, % at 20 µM, or IC50 in µM where a hit was titrated; 290,000 compounds, 0.19% hits; HTRF protein-protein interaction, Mint1-CaV2.2; higher % means a stronger effect; in the data active = inhibition mostly above about 51%, no sharp cut-off; inconclusive = no clear call, values can overlap the other calls; inactive = mostly below about 53%; note: some results filed as inactive read as strong as hits
Lipid droplet cells 6.5 µM = further read-out of Lipid droplet, marked with its call; cell count; measured here: cell count, cytotoxicity flag;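 cells counted across two imaged fields per well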
Dengue-2 NS5 capping pilot replicate = recorded beside Dengue-2 NS5 capping, whose call it bears; inhibition, %; measured here: pilot screen replicate inhibition
Myeloid diff MLP GFP+ MAC1+ % = recorded beside Myeloid diff MLP, whose call it bears; GFP+ MAC1+ double positive, %; measured here: differentiation confirmed by MAC1 staining
* = called active by the depositor; i = inactive; u = inconclusive; x = not tested or not shown. Cut-off read from the data, not from the text of the source, unless noted: active = inhibition above about 50%; inactive = the rest. These rows are one share of the data, so the mix of outcomes need not match the whole.

SMILES	Lipid droplet	Lipid droplet cells 6.5 µM	Dengue-2 NS5 capping	LYP inhibition	HEK293 NOD2/NF-kB	Myeloid diff MLP	Myeloid diff MLP GFP+ MAC1+ %	XIAP antagonists	HIV peptide binding	SIAH1 antagonists	AID2073	others
CCC(C)NC(=O)CCS(=O)(=O)c1ccc2c(c1)n(C)c(=O)c(=O)n2C (centres undefined)	4	589	-2%	-1%	6%	i	2.5	0.3%	1.6%	3%	-2%
CCc1ccc(CN(C)CCc2ccccn2)cc1	-2	679	-6%	-2%	-1%	i	0.8	-4.6%	-2.9%	14%	-11%
CCCOC(=O)c1cc(-c2ccc(C=O)o2)ccc1Cl	4	499	-3%	0%	16%	i	0.6	-1.0%	5.7%	0%	0%
CN(C)c1ccc(C(=O)Nc2ccc(S(=O)(=O)Nc3nccs3)cc2)cc1	u	x	-4%	-10%	12%	i	0.7	x	2.3%	-5%	10%
C/C=C(\C)C(=O)Nc1cccc(C2=NOC3(C2)C[C@@H](C(N)=O)N(C(=O)c2ccccc2C(=O)c2ccccc2)C3)c1 (some centres undefined)	40	574	-9%	-8%	-34%	i	0.7	x	-0.7%	-4%	-2%
CC(=O)Nc1ccc(/C=N/NC(=O)CNS(=O)(=O)c2ccccc2)cc1	x	x	-7%	1%	8%	i	0.8	-5.7%	0.1%	9%	-9%
CCC(C)(C)NC(=O)C(c1ccc(OC)cc1)N(C(=O)CCC(=O)Nc1cc(C)on1)c1ccc2c(c1)OCCO2 (centres undefined)	-16	745	3%	-10%	2%	i	4.5	x	1.4%	6%	5%
Cc1noc(C)c1CSc1ncnc2ccccc12	x	x	7%	-8%	7%	i	1.8	-0.2%	5.6%	0%	-6%
CCc1cc2c(N3CCCCC3)ncnc2s1	x	x	x	-8%	9%	i	1.6	-5.0%	-0.3%	0%	0%
O=C(O)CCC(=O)Nc1cccc(-c2nc3ccccc3o2)c1	-4	808	-3%	-2%	-7%	i	0.4	x	1.9%	2%	1%	Dengue-2 NS5 capping pilot replicate=1.2
CC(C)N(C(=S)Nc1cc(S(=O)(=O)N2CCOCC2)ccc1Cl)c1ccccc1	2	665	0%	-4%	4%	i	0.5	-2.9%	-1.3%	4%	-11%
CC(=O)NCCC1CCN(C(=O)C2CCC(=O)N(C3CCCC3)C2)CC1 (centres undefined)	13	657	-3%	-11%	16%	i	2.5	x	-0.7%	6%	-6%
COc1cc(CN(C)Cc2ccccc2)cc(OC)c1O	-49	669	-7%	-3%	12%	i	0.1	-2.0%	-2.9%	2%	-2%
C=CCOn1c(=O)c(-c2ccc(C)cc2)[n+]([O-])c2ccccc21	-6	810	-3%	-7%	7%	i	0.4	x	0.7%	3%	3%
Cc1ccc(C(=O)n2c(N)nc3ccccc32)cc1	9	726	x	-6%	7%	i	0.2	-17%	-1.0%	1%	30%
COc1ccc(/C=C/C(=O)OCc2nc3ccccc3c(=O)[nH]2)c(OC)c1	7	717	1%	0%	13%	i	0.1	x	-0.5%	6%	9%
CN=C1SC(CC(=O)Nc2ccccc2F)C(=O)N1C (centres undefined)	5	679	4%	2%	-1%	i	4.6	-5.4%	-2.2%	1%	-6%
CC1=C(C(=O)OCC2CCCO2)C(c2ccccc2)C2=C(CCCC2=O)N1 (centres undefined)	2	722	-3%	-6%	8%	i	0.4	4.4%	7.6%	8%	0%
COCCNC(=O)c1cnn2c1NC(c1ccco1)CC2C(F)(F)F (centres undefined)	-7	693	-4%	-6%	14%	i	0.8	-3.3%	-0.2%	0%	-1%
Cc1ccc(NC(=O)C2CC(=O)N(c3ccc4c5c(cccc35)CC4)C2)cc1 (centres undefined)	x	x	0%	1%	-25%	i	0.7	-0.4%	-1.5%	-6%	0%
COc1cc(C2SCC(=O)N2Cc2ccccc2)cc(OC)c1OC (centres undefined)	-46	788	-4%	-5%	1%	i	0.8	x	-0.4%	0%	34%
O=C(N/N=C/C(Br)=C/c1ccccc1)c1cccs1	0	737	1%	5%	-138%	i	0.1	-4.6%	-3.7%	3%	-10%
O=C(Nc1ccc(Cl)cc1)N1CCC(CO)(Cc2ccccc2)CC1	6	717	x	-8%	13%	i	0.4	-6.2%	0.6%	6%	-3%
CC1=C(C(N)=O)C(c2ccccn2)n2nc(-c3ccccc3Cl)nc2N1 (centres undefined)	10	568	0%	-1%	7%	i	1.3	-1.7%	-1.7%	-3%	-2%
COc1ccc(CCNC(=O)C/C(C)=N/NC(=O)c2ccc(N)cc2)cc1OC	-3	581	-10%	-10%	6%	i	0.6	-2.8%	-1.1%	2%	-7%

The final seven entries of the section before are carried over, then new ones follow:
SMILES	Lipid droplet	Lipid droplet cells 6.5 µM	Dengue-2 NS5 capping	LYP inhibition	HEK293 NOD2/NF-kB	Myeloid diff MLP	Myeloid diff MLP GFP+ MAC1+ %	XIAP antagonists	HIV peptide binding	SIAH1 antagonists	AID2073	others
COCCNC(=O)c1cnn2c1NC(c1ccco1)CC2C(F)(F)F (centres undefined)	-7	693	-4%	-6%	14%	i	0.8	-3.3%	-0.2%	0%	-1%
Cc1ccc(NC(=O)C2CC(=O)N(c3ccc4c5c(cccc35)CC4)C2)cc1 (centres undefined)	x	x	0%	1%	-25%	i	0.7	-0.4%	-1.5%	-6%	0%
COc1cc(C2SCC(=O)N2Cc2ccccc2)cc(OC)c1OC (centres undefined)	-46	788	-4%	-5%	1%	i	0.8	x	-0.4%	0%	34%
O=C(N/N=C/C(Br)=C/c1ccccc1)c1cccs1	0	737	1%	5%	-138%	i	0.1	-4.6%	-3.7%	3%	-10%
O=C(Nc1ccc(Cl)cc1)N1CCC(CO)(Cc2ccccc2)CC1	6	717	x	-8%	13%	i	0.4	-6.2%	0.6%	6%	-3%
CC1=C(C(N)=O)C(c2ccccn2)n2nc(-c3ccccc3Cl)nc2N1 (centres undefined)	10	568	0%	-1%	7%	i	1.3	-1.7%	-1.7%	-3%	-2%
COc1ccc(CCNC(=O)C/C(C)=N/NC(=O)c2ccc(N)cc2)cc1OC	-3	581	-10%	-10%	6%	i	0.6	-2.8%	-1.1%	2%	-7%
Cc1oc(-c2ccccc2F)nc1CN1CCC(C(=O)NC2CC2)CC1	x	x	-7%	-5%	6%	i	0.7	-1.5%	-3.9%	-1%	0%	Dengue-2 NS5 capping pilot replicate=-6.7
CN(C)S(=O)(=O)NC(c1ccccc1)c1ccccc1	-12	722	-3%	2%	-2%	i	0.9	-1.7%	-1.8%	6%	8%
CC(NC(=O)c1cc(COc2ccccc2)on1)c1nccs1 (centres undefined)	8	726	-10%	-5%	-76%	i	1.1	x	0.6%	4%	-8%
CC1CCCC(NC(=O)C2CCCN2S(=O)(=O)c2cccc3nsnc23)C1C (centres undefined)	x	x	-1%	3%	-2%	i	2.5	-5.2%	23%	-4%	-3%
NC(=O)c1cccc(NC(=O)CCCCC(=O)Nc2cccc(C(N)=O)c2)c1	-10	811	-7%	-2%	0%	i	0.6	x	0.5%	-2%	-9%
O=C(CSc1nccc(-c2ccc(Br)cc2)n1)NCCc1ccccc1	-12	710	0%	-6%	10%	i	5.8	-3.5%	0.4%	1%	15%
Cc1c(/C=N/NC(=O)c2cc(C(C)(C)C)[nH]n2)c2ccccc2n1C	1	718	-10%	-3%	25%	i	0.2	x	-1.2%	3%	2%
CC(=O)SC1CC(=O)N(c2c(C)cccc2C)C1=O (centres undefined)	27	679	-8%	-9%	24%	i	0.5	x	-0.4%	14%	1%
Cc1cc(N/N=C/c2c(O)ccc3ccccc23)nc(-c2ccccc2O)n1	21	575	-3%	10%	1%	i	1.5	0.6%	0.8%	-10%	32%
O=C1CCCN1CCCN1CC(C(=O)N(CCO)Cc2ccccc2)CCC1=O (centres undefined)	0	818	0%	-8%	-18%	i	4.1	x	0.6%	6%	14%
CC1(C(=O)N2CCOCC2)CCCCC1	x	x	-8%	-13%	1%	i	0.3	x	6.6%	10%	1%
Cc1ccc(C(=O)COC(=O)c2cc(Cl)nc3ccccc23)cc1C	x	x	1%	-2%	9%	i	1.4	-1.2%	5.2%	-1%	u
COc1ccc(-c2cn(-c3ccc(Br)cc3)c3[n+]2CCS3)cc1	-1	659	5%	-2%	10%	i	1.1	-2.5%	-0.2%	-3%	3%
CC(NCCC1(Cc2ccccc2Cl)CCOC(C)(C)C1)c1cccs1 (centres undefined)	2	764	-5%	-6%	-14%	i	0.4	x	0.5%	0%	-3%
COc1nc(-c2ccccc2)nc(C)c1CC(=O)O	7	652	-3%	1%	3%	i	3.2	-5.9%	1.2%	-2%	-7%
Cc1nc(NCCc2ccc(Cl)cc2)c2nnn(Cc3ccccc3)c2n1	-15	779	1%	-13%	4%	i	0.5	x	2.9%	4%	28%	Dengue-2 NS5 capping pilot replicate=1.5
CC(C)CCn1cnc2c1c(=O)n(C)c(=O)n2C	14	765	-5%	-4%	-1%	i	1.1	-4.0%	-0.4%	-2%	-7%
COc1ccc(-n2nc(C(=O)NCC(=O)NCCCN3CCC(C)CC3)c3ccccc3c2=O)cc1Cl	-23	803	0%	-8%	16%	i	0.3	x	0.3%	3%	14%
c1ccc(CCc2nc(-c3cccnc3)no2)cc1	21	777	-9%	-5%	-19%	i	1.8	-1.3%	-1.6%	1%	-5%
Cc1[nH]n(-c2ccccc2)c(=O)c1C(c1cccc([N+](=O)[O-])c1O)c1c(C)[nH]n(-c2ccccc2)c1=O	3	601	32µM*	3%	9%	i	0.5	-3.4%	48%	2%	8%

Compound activity deposited in PubChem by several laboratories.
